# PKM2 act: PKM2 (human) enzyme activation | P14618 | purified PKM2, Kinase-Glo ATP luminescence, activation; response scale: 0% is enzyme alone, no compound | Potency, µM (highest dose often 57.5 µM), for the others: at the highest dose activation, usual class: activators | 260,000 compounds, 0.34% hits; also: potency is read from the fitted curve at half-maximal effect; % is scaled to controls: 0 for no effect and ±100 for the full control effect; nearly all actives have a fitted effect of over 55% in size
# Target sequence (P14618 whole entry, looked up): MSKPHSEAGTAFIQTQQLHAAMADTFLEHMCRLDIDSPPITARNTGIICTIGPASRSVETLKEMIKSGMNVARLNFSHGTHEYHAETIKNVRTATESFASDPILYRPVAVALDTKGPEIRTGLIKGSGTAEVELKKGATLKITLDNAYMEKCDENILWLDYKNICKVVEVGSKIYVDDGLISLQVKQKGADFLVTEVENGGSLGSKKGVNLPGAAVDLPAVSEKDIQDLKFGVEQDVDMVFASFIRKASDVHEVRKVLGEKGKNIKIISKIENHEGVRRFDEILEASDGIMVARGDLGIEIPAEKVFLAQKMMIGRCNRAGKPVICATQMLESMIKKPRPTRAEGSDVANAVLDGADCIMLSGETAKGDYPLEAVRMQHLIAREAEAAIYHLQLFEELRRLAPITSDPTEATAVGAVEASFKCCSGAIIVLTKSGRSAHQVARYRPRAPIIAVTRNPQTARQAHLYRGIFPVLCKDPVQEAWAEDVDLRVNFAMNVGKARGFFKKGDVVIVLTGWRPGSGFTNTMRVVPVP
#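 Purified hPK-M2 (>95% pure) converted ADP (0.1 mM final) to ATP with 0.5 mM PEP in 50 mM imidazole pH7.2, KCl, MgCl2, Tween 20, BSA; 1 h at room temperature. ATP detected by Kinase-Glo luminescence.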
# TSHR antagonist: antagonists of human thyroid stimulating hormone receptor | P16473 | TSHR-expressing cells, TSH-stimulated cAMP HTRF, 2 h; hits give low values | activity change, negative = inhibition, % at 11.5 µM | 330,000 compounds, 0.2% hits;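 active = activity change below a set negative limit, meaning inhibition stronger than a set level, cut at about -70% in these data; inconclusive = activity change between two set negative limits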; also: % is scaled to controls: 0 for no effect and ±100 for the full control effect
#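 Competitive HTRF cAMP read-out (cryptate anti-cAMP antibody, cAMP-d2; 30 min, room temperature) in freshly harvested TSHR cells. Compounds added before TSH at EC80 (4nM final), followed by 2 hours' incubation at 37 deg C.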
# Eya2 phos inh: Eya2 (human) phosphatase inhibition. recombinant Eya2, OMFP fluorescence dephosphorylation (OMFP is methylfluorescein phosphate). O00167. AID 488837. Potency, µM (doses to about 76.9 µM), for inactives: at the top dose activity, negative = inhibition, hits mostly inhibitors. 330,000 compounds, 0.006% hits; also: potency is read from the fitted curve at half-maximal effect; % is scaled to controls: 0 for no effect and ±100 for the full control effect
#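 Eya2 protein (added as 0.2 uM solution) was preincubated with compound for 10 min at ambient temperature in 50 mM HEPES pH 7.5, 50 mM NaCl, 5 uM MgCl2, 0.05% BSA, 1 mM DTT. OMFP (added at 50 uM) then reacted 10 min; fluorescence read at 485/525 nm.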
# GALK inhibitor: galactokinase (human) inhibition | P51570 | Purified GALK, Kinase-Glo residual ATP luminescence | Potency, µM (series often up to 57.5 µM), without a hit: top-dose activity change, negative = inhibition, actives largely listed as inhibitors | 270,000 compounds, 0.007% hits; also: potency is read from the fitted curve at half-maximal effect; % is scaled to controls: 0 for no effect and ±100 for the full control effect
#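 The enzyme phosphorylates galactose (100 uM) using ATP (35 uM); inhibition is detected as higher residual ATP, quantified by bioluminescence after 1 h reaction at room temperature, pH 8.0.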
# Chronic BCR inh: chronic active BCR signaling inhibition | ABC-DLBCL IkBa-CBG/CBR reporter, luminescence ratio, 4 h | 340,000 compounds, 0.05% hits | Potency, µM (top dose mostly 46.1 µM), without a hit: top-dose ratio change, negative = lower green/red ratio, hits mostly inhibitors; active = well fitted inhibition curve with a large enough effect in the signal ratio, with a control signal flat, not every such curve was filed as active; inconclusive = small, poorly fitted or top-dose-only effect, or effect the other way, or a change in a side signal; the % refers to the signal ratio;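 also: potency is read from the fitted curve at half-maximal effect; plate controls were basal doxycycline-induced cells for no effect and cells given 10 µM MG132 for full effect; MG132 reads +100%, hits lower the ratio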
#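 TMD8 ABC-DLBCL cells carrying doxycycline-inducible green luciferase fused to IkappaBalpha plus unfused red luciferase were exposed to compounds (up to 46 uM) for 4 hrs at 37C. Activity came from the overlap-corrected green/red luminescence ratio.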
# hERG WT inh: blocks the wildtype human KCNH2 potassium channel; 340,000 compounds, 0.37% hits; activity change, % at 1.84 µM; AID 720551; Q12809; U2OS, BacMam KCNH2, thallium flux FluxOr; hits give low values;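 active = maximum activity change below -70%; inconclusive = maximum activity change between -70% and -50%; inactive = maximum activity change above -50%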; also: % is scaled to controls: 0 for no effect and ±100 for the full control effect
#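 U2OS cells transduced with wild-type KCNH2 virus are loaded with FluxOr dye for 45 min, and thallium flux is measured in kinetic reads before and after stimulation buffer. Rate constants are normalized to DMSO controls.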
# USP2a inh: blocks human ubiquitin-specific protease USP2a | O75604 | 330,000 compounds, 0.01% hits | USP2 core, Ub-CHOP2 coupled fluorogenic reporter, 485/531 | Potency, µM (series often up to 38.3 µM), without a hit: at the highest dose activity change, negative = inhibition, usual class: inhibitors | AID 463254;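 also: potency is read from the fitted curve at half-maximal effect; plate controls were DMSO wells for no effect and full inhibition by NEM control for full effect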
# Target sequence (O75604 whole entry, looked up): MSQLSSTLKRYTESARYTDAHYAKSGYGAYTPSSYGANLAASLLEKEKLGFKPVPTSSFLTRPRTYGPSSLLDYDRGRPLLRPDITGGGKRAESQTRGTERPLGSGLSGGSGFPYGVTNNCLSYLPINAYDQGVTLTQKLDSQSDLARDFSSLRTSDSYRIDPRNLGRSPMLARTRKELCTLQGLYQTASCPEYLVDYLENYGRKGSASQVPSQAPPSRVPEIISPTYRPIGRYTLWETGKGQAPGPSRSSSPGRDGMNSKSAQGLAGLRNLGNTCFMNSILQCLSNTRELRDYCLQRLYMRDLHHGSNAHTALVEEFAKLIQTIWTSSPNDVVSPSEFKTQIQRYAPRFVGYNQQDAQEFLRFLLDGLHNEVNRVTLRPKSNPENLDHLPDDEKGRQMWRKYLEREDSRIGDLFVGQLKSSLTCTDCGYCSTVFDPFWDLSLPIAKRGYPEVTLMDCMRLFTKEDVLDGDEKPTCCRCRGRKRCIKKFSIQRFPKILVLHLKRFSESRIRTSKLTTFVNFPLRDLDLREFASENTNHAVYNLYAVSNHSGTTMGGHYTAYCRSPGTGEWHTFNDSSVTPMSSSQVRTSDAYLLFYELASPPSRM
#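 Cell-free coupled assay: 10nM USP2 core preincubated 30min RT with compound in Tris-HCl pH 8.0/CaCl2/CHAPS buffer, then 25nM Ub-CHOP2 and 25nM reporter substrate; fluorescence (Ex 485/Em 531) read after 60min RT, normalized to NEM inhibition, concentration-response curves fitted.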
# Mito fusion act: inhibitors of mitochondrial division or activators of mitochondrial fusion. Potency, µM (series often up to 46.1 µM), for inactives: top-dose growth rescue (activation), usual class: activators. AID 485298. S. cerevisiae fusion-defective mutant growth rescue, CellTiterGlo 48 h. 320,000 compounds, 0.23% hits;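 also: potency is read from the fitted curve at half-maximal effect; % of control where 0% means no effect; nearly all actives have a fitted effect of over 45% in size; temperature-sensitive fusion mutants such as fzo1-1 at 37 °C on non-fermentable ethanol glycerol medium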
#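 Luminescent cell viability in 1536-well qHTS format served as the measure of rescued growth in ts fusion-mutant S. cerevisiae cultured on non-fermentable YPEG for 48 hours at 37C.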
# MBNL1-CUG inh: MBNL1-poly(CUG) RNA binding inhibition | 280,000 compounds, 0.036% hits | Potency, µM (highest dose often 57.5 µM), without a hit: top-dose activity change, negative = inhibition, actives largely listed as inhibitors | TR-FRET MBNL1-His/biotin-(CUG)12 binding, 665/545 ratio | Q9NR56; active = well fitted inhibition curve with a large enough effect in the signal ratio, with a control signal flat, not every such curve was filed as active; inconclusive = small, poorly fitted or top-dose-only effect, or effect the other way, or a change in a side signal; inactive = no such curve, though single readings can be large or run the other way; the % refers to the signal ratio; also: potency is read from the fitted curve at half-maximal effect; % is scaled to controls: 0 for no effect and ±100 for the full control effect
#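 MBNL1-His + Biotin-(CUG)12, cpd titration 92 nM–58 uM; Tb anti-His Ab 0.055 ng/ul, SA-XL665 5 nM (final); 60 min RT; ratiometric 665/545 nm, Ex 340 nm; normalized to buffer and full-complex controls.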
# Menin MLL FP TR: displaces Texas Red mutant MLL peptide from human menin. Potency, µM (top dose mostly 61.6 µM), inactives show at the top dose FP activity change, negative = inhibition, actives largely listed as inhibitors. 270,000 compounds, 0.23% hits. Menin + Texas Red MLL mutant peptide, fluorescence polarization. AID 1768; active = well fitted inhibition curve with a large enough effect in the polarisation, with a control signal flat, not every such curve was filed as active; inconclusive = small, poorly fitted or top-dose-only effect, or effect the other way, or a change in a side signal; inactive = no such curve, though single readings can be large or run the other way; the % refers to the polarisation; also: potency is read from the fitted curve at half-maximal effect; % of control where 0% means no effect; many of its hits are not listed in these tables
# S-ASM inh: blocks human secretory acid sphingomyelinase; 340,000 compounds, 0.006% hits; Potency, µM (titrated, usually from 57.5 µM), inactives show at the top dose activity change, negative = inhibition, hits mostly inhibitors; P17405; placental ASM, HMU-PC fluorogenic substrate, 60 min; also: potency is read from the fitted curve at half-maximal effect
#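 Human placenta-derived ASM enzyme was preincubated with compound for 10 minutes at room temperature, then given fluorogenic substrate HMU-PC0 (9 uM final) for 60 minutes at 37 °C; a pH 10 stop preceded fluorescence reading at Ex 386/Em 447 nm.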
# An asterisk follows results filed as active; ? = inconclusive; · = no result given; [ ] = dose if it differs, or a comment. Unless noted, calls follow the shape of the dose curve; as a rule, active = well fitted curve in the direction sought with a large enough effect; inconclusive = small, poorly fitted or top-dose-only effect, or another doubt; inactive = no such curve, though single readings can be large; an effect the other way counts as inactive or inconclusive. Only part of the results is shown. The share of hits here may be higher or lower than overall.
SMILES,PKM2 act,TSHR antagonist,Eya2 phos inh,GALK inhibitor,Chronic BCR inh,hERG WT inh,USP2a inh,Mito fusion act,MBNL1-CUG inh,Menin MLL FP TR,S-ASM inh
O=C(/C=C/c1ccco1)Nc1cc(Cl)ccc1C(=O)O,25%,-14,8%,·,?,3,1%,1%,?,?,7%
Cc1cccc(NC(=O)CSC2=NN3CCCC(=O)N=C3S2)c1C,9%,5,-1%,-5%,?,-1,1%,1%,-7%,-19%,-3%
CCOC(=O)C1=C(C)N=C2SCCC(=O)N2C1c1cccs1 (configuration not stated),0%,2,-16%,8%,?,1,2%,7%,12%,-1%,-1%
COc1ccccc1C(=O)NC(CCSC)C(=O)NCc1ccncc1 (configuration not stated),·,25,1%,·,1%,6,2%,0%,·,·,3%
COc1ccc(OC)c(C(O)c2coc3ccc(O)c(CN(C)C)c23)c1 (configuration not stated),-1%,16,9%,-3%,?,6,-2%,-6%,-1%,·,2%
Cc1ncsc1C(=O)NCc1ccc(N2CCCC2=O)cc1,0%,19,28%[15.4 µM],3%,0%,16,-4%,-5%,5%,-1%,4%
O=C(NCc1cccnc1)C1c2ccccc2C(=O)N1C1CCCC1 (configuration not stated),0%,-6,12%,-1%,8%,-4,1%,1%,0%,3%,10%
CC[C@]12c3[nH]c4ccccc4c3CCN1C(=O)C(CC(=O)NCCCOC)C[C@@H]2C(=O)N1CCN(C(=O)c2ccco2)CC1 (some centres not stated),·,3,-11%,·,-2%,1,1%,·,·,·,4%
CC(C)CNC(=S)N1CCN(Cc2ccc3c(c2)OCO3)CC1,-4%,-8,-16%,0%,-2%,7,0%,-6%,-14%,-3%,2%
CCOC(=O)C1CSC(CC(=O)Nc2ccc(Cl)c(Cl)c2)C(=O)N1 (configuration not stated),-2%,·,·,0%,·,2,·,-8%,-5%,?,-10%
CCc1ccc(Nc2n[n+](-c3ccccc3)c(-c3cccc(C)c3)s2)cc1,·,7,-13%,·,?,-10,1%,-15%,·,·,0%
CCN1C(=O)/C(=C/C=C2/SCCN2C)SC1=S,6%,1,17%,·,?,-10,12%,0%,?,?,-7%
CCOc1ccc(NC(=O)CSc2nnc(Cc3cccn3C)n2-c2ccc(OC)cc2)cc1,2%,15,-4%,4%,5%,5,3%,-3%,0%,0%,-1%
Clc1ccccc1-c1nnc2sc(-c3cccs3)nn12,-4%,-6,-11%,7%,?,14,?,-1%,27%,-18%,-6%
O=C1CCCc2c1[nH]c1ccccc21,-1%,-3,-20%,0%,-6%,3,-2%,5%,2%,?,-2%
O=C(O)c1ccc(CSc2nnc(-c3ccco3)n2-c2ccccc2)cc1,-6%,-8,-1%,-2%,-1%,2,-1%,0%,-22%,-3%,3%
COc1ccc(NC(C#N)c2ccc(OC)cc2)cc1 (configuration not stated),4%,-4,15%,1%,-4%,8,0%,-2%,10%,7%,2%
CCSc1ncccc1C(=O)N[C@@H](CCSC)C(=O)OC,-2%,-1,-1%,5%,6%,4,0%,3%,0%,·,4%
CC(=O)CC1(OC(C)=O)C(=O)N(C)c2ccccc21 (configuration not stated),?,-3,-1%,-2%,?,-6,-2%,-10%,2%,8%,-1%
NC(=O)CN(c1ccc(Cl)cc1)S(=O)(=O)c1ccccc1,0%,5,2%,·,1%,11,1%,2%,-2%,1%,7%
Cc1cc(C)c(NC(=O)Cn2c(=O)n(Cc3ccco3)c(=O)c3ccccc32)c(C)c1,-6%,1,20%,-1%,-17%,3,-1%,-7%,0%,9%,-3%
COc1ccc(C(C)=O)cc1Cn1nnc(-c2ccccc2Br)n1,·,0,-1%,-1%,2%,13,4%,2%,0%,3%,5%
O=C(NC(=S)Nc1ccccc1N1CCCCC1)c1cccs1,0%,-3,-9%,0%,1%,-1,0%,2%,·,15%,-1%
COc1ccc(-c2nnn(CC(=O)N(CC(=O)NC3CCCC3)Cc3cccs3)n2)cc1OC,1%,0,-3%,1%,-4%,?,-1%,3%,4%,4%,0%
CCCCNC(=O)C1CCN(C/C(C)=C/c2ccccc2)CC1,1%,-4,-13%,0%,4%,13,1%,0%,4%,-13%,-1%
Cc1nc2scc(-c3ccc(C(C)C)cc3)c2c(=O)n1N,-2%,-11,2%,-2%,?,-4,-5%,2%,-8%,-1%,-5%
COc1ccc2c(c1)CCc1c(C(=O)Nc3cc(C)n(Cc4ccc(Cl)cc4)n3)noc1-2,8%,-7,6%,2%,1%,-5,1%,1%,-3%,-15%,-1%
CS(=O)(=O)c1cccc(C(=O)Nc2ccc(S(=O)(=O)N3CCCCC3)cc2)c1,·,-6,11%,·,0%,1,-2%,0%,·,·,2%
COc1ccccc1Nc1nccc(N(C)C)c1C#N,1%,22,-6%,-1%,0%,-1,2%,10%,-11%,-15%,-3%
CC(C)(C)[C@H]1COC(=O)[C@H](NC(=O)OCC2c3ccccc3-c3ccccc32)C/C=C\C[C@@H](CC(=O)N[C@@H](CO)Cc2ccccc2)C(=O)N1,·,-27,-4%,·,-2%,5,-10%,·,·,·,-9%
CCOC(=O)c1c(C)[nH]c(C)c1C(=O)COC(=O)CNC(=O)C1CCCCC1,10%,7,-2%,-2%,?,4,0%,-4%,-2%,-10%,1%
O=C(Nc1cccc(Br)c1)c1ccc2snnc2c1,-3%,16,-12%,-8%,1%,-6,-1%,3%,-3%,?,-4%
CCN1CCN(c2ccc(S(=O)(=O)N3CCCCC3)cc2NC(=O)COc2ccccc2)CC1,·,5,-14%,·,-9%,2,-1%,-2%,·,·,4%
C/C(=N\NC(=O)c1ccccc1O)c1cccs1,-43%,2,5%,12%,?,-2,1%,0%,7%,5%,0%
Cc1c(C)c2c(OCC(=O)N3CCC(C(N)=O)CC3)cc3c(c2oc1=O)CCC(C)(C)O3,0%,-11,-22%,·,0%,-8,4%,0%,9%,1%,120%[activator]
CCOC(=O)N1CCC(NCCNC(=O)c2ccco2)CC1,11%,1,6%,0%,?,-12,0%,0%,-16%,-1%,4%
C[C@H](CO)N1C[C@H](C)[C@@H](CN(C)S(=O)(=O)c2ccc(F)cc2)Oc2ccc(NC(=O)Nc3ccccc3)cc2C1=O,·,1,-23%,·,1%,5,-1%,·,·,·,-16%
Cc1c(NC(=O)COC(=O)c2cc(-c3ccc(-c4ccccc4)cc3)nc3ccccc23)c(=O)n(-c2ccccc2)n1C,-7%,-11,-15%,·,?,-3,1%,0%,?,0%,110%[activator]
CCOc1ccc(CCNC(=O)c2ccc(N3CCCC3=O)cc2)cc1OCC,-4%,·,·,3%,·,0,·,2%,-1%,-18%,-2%
Oc1[nH]c2ccccc2c1C1=NCCCC1,-8%,-9,15%,5%,0%,1,-2%,4%,9%,3%,-1%
Fc1cc(F)cc(NC(=S)N2CCC(c3ccccc3)C2)c1 (configuration not stated),-6%,5,-23%,4%,-12%,7,0%,6%,10%,-15%,7%
CC(=O)c1ccc(NC(=O)c2cc(Cl)nc3ccccc23)cc1,1%,0,-6%,-4%,-1%,-9,0%,1%,6%,3%,0%
CC[C@]12c3[nH]c4ccc(Cl)cc4c3CCN1C(=O)[C@@H](CC(=O)NCCCOC)C[C@@H]2C(=O)N1CCN(C(=O)C2CC2)CC1,·,11,-3%,·,-1%,-30,2%,·,·,·,5%
CN(C(=O)CSc1cn(CC(=O)N2CCOCC2)c2ccccc12)c1ccccc1,·,15,4%,0%,5%,5,0%,5%,0%,-1%,2%
O=C(COc1ccccc1Br)c1ccc2c(c1)OCO2,·,-7,-3%,·,1%,-10,-4%,12%,·,·,0%
COc1ccccc1NC(=S)NC1CCCCC1,-3%,39,-5%,1%,-1%,-1,2%,-2%,-12%,9%,5%
COc1ccc(C(O)Cn2cc([N+](=O)[O-])nc2C)cc1 (configuration not stated),-12%,2,17%,6%,-8%,-8,-2%,-4%,21%,·,-1%
O=C(Cn1ccc([N+](=O)[O-])n1)Nc1nc2ccccc2s1,-6%,-9,-7%,-1%,?,-6,1%,-2%,9%,5%,-3%
